Source: PubChem (several laboratories)
GalR3 antagonist: antagonists of human GalR3; O60755; HEK293 GalR3-CNG cAMP membrane potential fluorescence; galR3 body fused to GalR1 C-terminus; inhibition, % at 3 µM; actives 0.44% (n = 360,000); AID 651719;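 active = inhibition above the screen-wide average plus 3 SD, cut at about 13% in these data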;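 also: forskolin and galanin both at EC90 stimulate the cells; cAMP rise reported by CNG channel membrane potential dye signal; 0% = forskolin plus galanin with DMSO and 100% = forskolin alone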
Target sequence (O60755 1-299 limits assumed): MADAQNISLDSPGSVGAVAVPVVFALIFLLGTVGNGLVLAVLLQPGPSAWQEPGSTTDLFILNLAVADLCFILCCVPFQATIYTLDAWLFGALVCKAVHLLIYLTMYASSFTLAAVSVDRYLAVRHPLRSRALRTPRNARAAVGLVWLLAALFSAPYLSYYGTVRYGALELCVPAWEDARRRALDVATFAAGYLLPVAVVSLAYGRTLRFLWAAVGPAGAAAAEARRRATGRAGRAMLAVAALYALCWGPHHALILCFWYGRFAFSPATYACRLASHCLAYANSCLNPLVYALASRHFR
IDE cell inh: inhibits human insulin-degrading enzyme in HEK cells; FAbetaB cleavage, fluorescence polarization; inhibition, % at 5.59 µM; actives 0.41% (n = 320,000); AID 434962;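 active = percent inhibition above the average of all tested compounds plus 3 SD, set per screening campaign, cut at about 16% in these data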;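 also: IDE supplied by intact live HEK cells; FP after avidin binding of uncleaved biotin substrate so inhibition keeps polarization high; 0% = DMSO wells and 100% = 60 µM reference IDE inhibitor Ii1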
CRFBP-R2 agonist: agonists of human CRF-binding protein/CRF-R2 receptor complex | HEK293 CRF-R2/CRF-BP, calcium dye fluorescence (FLIPR); percent of saturating CRF peptide response | activation, % at 13.2 µM | actives 0.46% (n = 350,000) | AID 588473;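 active = activation of at least 50%, plus an integration ratio under a set limit after plate pattern correction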;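 also: plate controls were neutral control wells without compound for no effect and CRF at EC100 for full effect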
pCIP destab: lowers stability of the mouse p/CIP coactivator protein; actives 0.01% (n = 290,000); Q05BA5; F442A p/CIP-EGFP cells, EGFP fluorescence, 16 h; AID 1984; decrease of EGFP signal, % at 10 µM;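 active = EGFP signal decrease of at least 30% at 10 µM or well 3 SD below plate mean, unless failing retest; inactive = the rest, including hits failing retest or dose response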; also: some compounds called inactive have numbers as strong as hits; many of its hits are not listed in these tables
PHOSPHO1 inh: inhibitors of human PHOSPHO1 phosphatase | actives 1.1% (n = 290,000) | recombinant PHOSPHO1, absorbance phosphatase assay | inhibition, % at 13.3 µM; in the data active = inhibition above about 60%
Target sequence (Q8TCT1 whole entry, looked up): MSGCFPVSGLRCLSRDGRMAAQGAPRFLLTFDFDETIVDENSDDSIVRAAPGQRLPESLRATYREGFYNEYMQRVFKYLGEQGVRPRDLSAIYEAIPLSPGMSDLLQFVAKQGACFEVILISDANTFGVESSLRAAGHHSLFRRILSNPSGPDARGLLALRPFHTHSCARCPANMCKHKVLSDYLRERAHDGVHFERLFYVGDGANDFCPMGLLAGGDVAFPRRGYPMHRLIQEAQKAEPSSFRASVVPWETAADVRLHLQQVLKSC
CHRM4 PAM: CHRM4 positive allosteric modulation | actives 0.4% (n = 360,000) | activation, % at 3 µM | CHO-K1 hM4/Gqi5, Fluo-8 calcium fluorescence, ACh EC20; 0% = ACh EC20, 100% = maximal ACh;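 active = activation above its plate's cutoff, the mean activation of sample wells plus 3 SD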; also: some results filed as inactive read as strong as hits
Target sequence (P08173 whole entry, looked up): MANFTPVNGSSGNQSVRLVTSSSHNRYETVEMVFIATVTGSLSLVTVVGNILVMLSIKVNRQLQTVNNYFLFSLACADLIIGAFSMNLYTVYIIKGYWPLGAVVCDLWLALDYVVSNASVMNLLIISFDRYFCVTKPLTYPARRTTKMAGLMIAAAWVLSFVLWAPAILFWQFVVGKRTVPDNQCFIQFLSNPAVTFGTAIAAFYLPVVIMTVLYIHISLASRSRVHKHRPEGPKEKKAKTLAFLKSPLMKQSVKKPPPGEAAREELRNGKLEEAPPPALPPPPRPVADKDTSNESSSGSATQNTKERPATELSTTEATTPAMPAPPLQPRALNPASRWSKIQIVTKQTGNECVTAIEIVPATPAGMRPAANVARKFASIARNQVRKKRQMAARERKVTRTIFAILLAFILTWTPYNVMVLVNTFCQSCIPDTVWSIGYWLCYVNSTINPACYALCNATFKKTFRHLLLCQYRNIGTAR
IDE cell activ: boosts human insulin-degrading enzyme activity in HEK cells | P14735 | FAbeta-B cleavage, fluorescence polarization; 0% vehicle, 100% cell-free pure enzyme wells | activation, % at 5.96 µM | actives 0.073% (n = 340,000);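 active = activation above the mean of all tested compounds plus 3 SD, set per screening campaign, cut at about 17% in these data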
CRFR2-BP antag: antagonists of CRF-binding protein/CRF-R2 receptor complex. HEK293 CRF-R2/CRF-BP, CRF-induced calcium fluorescence. inhibition, % at 11.8 µM. actives 0.59% (n = 350,000). AID 588475;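 active = inhibition of the ligand-induced calcium signal above about 50% at the single tested concentration, limit read from the data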
MEKK3 PB1 HTS: MEKK3-MEK5 PB1 interaction, increase or decrease | Q99759 | actives 1.4% (n = 290,000) | binding response (% of control), % at 10 µM | bead-based flow cytometry, Alexa488-MEK5 binding to MEKK3; actives lie on both sides; 0 = blocked by unlabeled MEK5, 100 = vehicle | AID 1529;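 active = binding response more than 3 SD above or below the average of its plate-row segment, actives on both sides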;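 also: Alexa488 bead fluorescence after subtracting the streptavidin-only scavenger bead signal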
Active calls of the source: *.

Screening Cc1ccc(/C=C/C(=O)N2CCN(S(=O)(=O)/C=C/c3ccccc3)CC2)o1 returned GalR3 antagonist -2, IDE cell inh 2, CRFBP-R2 agonist -2.5, pCIP destab 4, PHOSPHO1 inh 9, CHRM4 PAM -6, IDE cell activ 3, CRFR2-BP antag 5 and MEKK3 PB1 HTS 97.
O=C(COC(=O)c1cccc(F)c1)Nc1cccnc1Cl was read as GalR3 antagonist -6, IDE cell inh -3, CRFBP-R2 agonist -1.4, pCIP destab -25, PHOSPHO1 inh 17, CHRM4 PAM 4, IDE cell activ -1, CRFR2-BP antag 4 and MEKK3 PB1 HTS 84.
For O=C(CSc1ccc(-c2ccncc2)nn1)c1ccc(Cl)cc1 the results were GalR3 antagonist -3, IDE cell inh 2, CRFBP-R2 agonist 13, pCIP destab -4, PHOSPHO1 inh -14, CHRM4 PAM 9, IDE cell activ 1, CRFR2-BP antag 0 and MEKK3 PB1 HTS 98.
Screening CC(C)N(Cc1ccccc1)C(=O)COC(=O)c1ccc(S(=O)(=O)N2CCOCC2)cc1 returned GalR3 antagonist -7, IDE cell inh -1, CRFBP-R2 agonist -0.9, CHRM4 PAM 1, IDE cell activ -3 and CRFR2-BP antag -9.
Screening O=C(Cn1nnc(-c2ccccc2)n1)NCc1ccco1 returned GalR3 antagonist -3, IDE cell inh -1, CRFBP-R2 agonist -2.4, pCIP destab 3, PHOSPHO1 inh 2, CHRM4 PAM -3, IDE cell activ 0, CRFR2-BP antag 21 and MEKK3 PB1 HTS 98.
COc1cc(O)c(C(CCN2CCCC(C)C2)c2cc(OC)c(OC)c(OC)c2)c(OC)c1 (centres undefined) was read as GalR3 antagonist -1, IDE cell inh 1, CRFBP-R2 agonist 1.1, pCIP destab 10, PHOSPHO1 inh 36, CHRM4 PAM 14, IDE cell activ -2, CRFR2-BP antag -1 and MEKK3 PB1 HTS 94.
`O=[N+]([O-])c1cncc([N+](=O)[O-])c1Nc1cccc(O)c1` gave GalR3 antagonist -9, IDE cell inh 4, CRFBP-R2 agonist -1.9, pCIP destab -2, PHOSPHO1 inh 24, CHRM4 PAM -7, IDE cell activ 8, CRFR2-BP antag 14 and MEKK3 PB1 HTS 92.
Screening Cc1cnc(CN(C)C(=O)c2ccc3oc(Cc4ccc(Cl)cc4)nc3c2)[nH]1 returned GalR3 antagonist -7, IDE cell inh -3, CRFBP-R2 agonist 2.6, pCIP destab -7, PHOSPHO1 inh 24, CHRM4 PAM -12, IDE cell activ -3, CRFR2-BP antag -10 and MEKK3 PB1 HTS 102.
`COC(=O)c1cc(S(=O)(=O)n2nc(C)c(Br)c2C)c(Cl)cc1Cl` gave GalR3 antagonist 0, IDE cell inh 0, CRFBP-R2 agonist 3.7, pCIP destab 7, PHOSPHO1 inh 28, CHRM4 PAM 1, IDE cell activ 0, CRFR2-BP antag 20 and MEKK3 PB1 HTS 106.
O=C(NCc1cccs1)c1cc(-c2ccccn2)nc2ccc(Br)cc12 was read as GalR3 antagonist 8, IDE cell inh -1, CRFBP-R2 agonist 2.4, pCIP destab -8, PHOSPHO1 inh 46, CHRM4 PAM -1, IDE cell activ 3, CRFR2-BP antag -6 and MEKK3 PB1 HTS 104.
For O=C(CNC(=O)c1sc2ccccc2c1Cl)NC1CC1 the results were GalR3 antagonist 2, IDE cell inh 8, CRFBP-R2 agonist -2.9, pCIP destab 3, PHOSPHO1 inh 23, CHRM4 PAM 13, IDE cell activ 5, CRFR2-BP antag 11 and MEKK3 PB1 HTS 105.
For CSCCC(C(=O)Nc1ccc2c(c1)OCO2)N1C(=O)c2ccccc2C1=O (centres undefined) the results were GalR3 antagonist -7, IDE cell inh 0, CRFBP-R2 agonist -0.9, pCIP destab 12, PHOSPHO1 inh 7, CHRM4 PAM 4, IDE cell activ -3, CRFR2-BP antag -35 and MEKK3 PB1 HTS 113.
Screening O=C(CN1C(=O)NC2(CCCC2)C1=O)NNC(=O)c1ccccc1 returned GalR3 antagonist -3, IDE cell inh 3, CRFBP-R2 agonist -1.0, CHRM4 PAM 1, IDE cell activ 3 and CRFR2-BP antag 7.
`CCN(CC)S(=O)(=O)c1cccc(NC(=O)c2cccc(S(=O)(=O)N3CCCC3)c2)c1` gave GalR3 antagonist -6, IDE cell inh -6, CRFBP-R2 agonist -0.2, CHRM4 PAM -12, IDE cell activ 1 and CRFR2-BP antag 1.
For COC(=O)c1c(-c2ccc(OC)cc2)oc2ccc(-c3cc(OC)c(OC)c(OC)c3)cc12 the results were GalR3 antagonist -6, IDE cell inh 1, CRFBP-R2 agonist 1.7, CHRM4 PAM 5, IDE cell activ -3, CRFR2-BP antag 10 and MEKK3 PB1 HTS 116.
`Cc1ccc([C@@H]2[C@@H]3C(=O)N(C)C(=O)[C@@H]3[C@]3(C)C(=O)N(CCO)CC(=O)N23)o1` gave GalR3 antagonist -4, IDE cell inh -5, CRFBP-R2 agonist 1.1, pCIP destab -16, PHOSPHO1 inh -36, CHRM4 PAM 6, IDE cell activ 3, CRFR2-BP antag -1 and MEKK3 PB1 HTS 101.
Cc1c(Cl)cccc1NC(=O)c1nc(C)n(-c2cc(OC(C)C)c(Cl)cc2Cl)n1 was read as GalR3 antagonist -8, IDE cell inh 4, CRFBP-R2 agonist 1.7, pCIP destab 5, PHOSPHO1 inh -1, CHRM4 PAM -9, IDE cell activ 4, CRFR2-BP antag 13 and MEKK3 PB1 HTS 86.
`NC(=S)N/N=C/c1ccccc1` gave GalR3 antagonist 2, IDE cell inh -3, CRFBP-R2 agonist 0.2, pCIP destab 10, PHOSPHO1 inh -1, CHRM4 PAM -1, IDE cell activ 3, CRFR2-BP antag 26 and MEKK3 PB1 HTS 97.
CCOC(=O)N1CCC(N(CCOC)C(=O)Nc2ccc(Cl)c(Cl)c2)CC1 was read as GalR3 antagonist -3, IDE cell inh 2, CRFBP-R2 agonist -2.8, pCIP destab -4, PHOSPHO1 inh 23, CHRM4 PAM -7, IDE cell activ -1, CRFR2-BP antag 12 and MEKK3 PB1 HTS 109.
COC(=O)c1cc(NC(=O)c2c(F)c(F)c(F)c(F)c2F)cc(C(=O)OC)c1 was read as GalR3 antagonist -6, IDE cell inh -7, CRFBP-R2 agonist 1.1, pCIP destab -9, PHOSPHO1 inh 0, CHRM4 PAM -3, IDE cell activ 4, CRFR2-BP antag -12 and MEKK3 PB1 HTS 111.
Screening CC[C@@]1(C(=O)OC)N[C@H](CN(C)C(=O)c2ccccc2)[C@@H]2C(=O)N(Cc3ccccc3)C(=O)[C@@H]21 returned GalR3 antagonist -5, IDE cell inh 3, CRFBP-R2 agonist 0.2, CHRM4 PAM 5, IDE cell activ -1 and CRFR2-BP antag 8.
CS(=O)(=O)Nc1cccc(C2=NN(C(=O)c3cccc([N+](=O)[O-])c3)C(c3cccs3)C2)c1 (centres undefined) was read as GalR3 antagonist -6, IDE cell inh 2, CRFBP-R2 agonist 0.0, pCIP destab 12, PHOSPHO1 inh -16, CHRM4 PAM -2, IDE cell activ 1, CRFR2-BP antag 5 and MEKK3 PB1 HTS 102.
For COCCn1nnnc1C(c1cccc(C(F)(F)F)c1)N1CCN(Cc2ccccc2)CC1 (centres undefined) the results were GalR3 antagonist -5, IDE cell inh -4, CRFBP-R2 agonist 2.0, pCIP destab -3, PHOSPHO1 inh 28, CHRM4 PAM 2, IDE cell activ 6, CRFR2-BP antag 0 and MEKK3 PB1 HTS 101.
Screening CCOc1ccc(NC(=O)CN(C)S(=O)(=O)c2cccc3cccnc23)cc1 returned GalR3 antagonist 0, IDE cell inh 10, CRFBP-R2 agonist -1.6, pCIP destab 7, PHOSPHO1 inh 34, CHRM4 PAM 2, IDE cell activ -3, CRFR2-BP antag 8 and MEKK3 PB1 HTS 99.
Screening O=C(Cc1ccc2c(c1)OCCO2)N1CCN(S(=O)(=O)c2cccc(Cl)c2Cl)CC1 returned GalR3 antagonist 3, IDE cell inh 3, CRFBP-R2 agonist 0.8, pCIP destab -3, PHOSPHO1 inh 12, CHRM4 PAM -7, IDE cell activ 0, CRFR2-BP antag -4 and MEKK3 PB1 HTS 90.
`Cc1c(C(=O)NC(c2ccccn2)C(F)(F)F)oc2c(F)cccc12` (centres undefined) gave GalR3 antagonist -5, IDE cell inh -2, CRFBP-R2 agonist -2.1, pCIP destab 7, PHOSPHO1 inh 16, CHRM4 PAM -3, IDE cell activ 1, CRFR2-BP antag 0 and MEKK3 PB1 HTS 94.
`Cn1c(=O)oc2cc(S(=O)(=O)N3CCc4ccccc4C3)ccc21` gave IDE cell inh -4, CRFBP-R2 agonist -2.4, pCIP destab -13, PHOSPHO1 inh -3, CHRM4 PAM -1, IDE cell activ -2, CRFR2-BP antag 2 and MEKK3 PB1 HTS 87.
For Cc1ccc(C(=O)N/C(=C\c2ccccc2)C(=O)OCc2ccccc2)cc1 the results were GalR3 antagonist -10, IDE cell inh -8, CRFBP-R2 agonist 0.0, pCIP destab -4, PHOSPHO1 inh -4, CHRM4 PAM -11, IDE cell activ -1, CRFR2-BP antag 15 and MEKK3 PB1 HTS 98.
`O=C(c1ccccc1)c1ccc(Oc2ccc([N+](=O)[O-])cc2[N+](=O)[O-])cc1` gave GalR3 antagonist -6, CRFBP-R2 agonist 1.2, CHRM4 PAM -3, IDE cell activ 5 and CRFR2-BP antag 1.
Screening COc1ccc2[nH]c(C(=O)N3CCN(Cc4ccccc4)CC3)cc2c1OC returned GalR3 antagonist -2, IDE cell inh 2, CRFBP-R2 agonist 0.6, pCIP destab -4, PHOSPHO1 inh 33, CHRM4 PAM 3, IDE cell activ 0, CRFR2-BP antag 0 and MEKK3 PB1 HTS 103.
Screening O=C(CN1CCN(C(=O)c2ccco2)CC1)Nc1c2c(nc3c1CCC3)CCCC2 returned GalR3 antagonist -3, CRFBP-R2 agonist 1.9, pCIP destab -3, PHOSPHO1 inh 35, CHRM4 PAM 5, IDE cell activ -2, CRFR2-BP antag 72* and MEKK3 PB1 HTS 107.
Screening CC1(C)CC(N(Cc2ccccc2)C(=O)Cc2ccccc2)CCO1 (centres undefined) returned GalR3 antagonist -7, IDE cell inh -3, CRFBP-R2 agonist -0.3, pCIP destab -8, PHOSPHO1 inh 48, CHRM4 PAM -1, IDE cell activ -2, CRFR2-BP antag -8 and MEKK3 PB1 HTS 102.
`Cc1ccc(CN(C)C(=O)CSc2nnc3n2CCCCC3)c(C)c1` gave GalR3 antagonist 2, IDE cell inh -4, CRFBP-R2 agonist -2.9, CHRM4 PAM -1, IDE cell activ -3 and CRFR2-BP antag 15.
For COc1cc(CNC(=O)c2cnccn2)cc(OC)c1 the results were GalR3 antagonist -3, CRFBP-R2 agonist 1.4, CHRM4 PAM -2, IDE cell activ 4 and CRFR2-BP antag 1.
`CSCCC(NC(=O)COc1ccccc1)C(=O)N1CCOCC1` (centres undefined) gave GalR3 antagonist 4, IDE cell inh -1, CRFBP-R2 agonist 0.7, CHRM4 PAM 9, IDE cell activ 6 and CRFR2-BP antag -4.
CC1=CSC2=NC(=O)/C(=C\c3cccn3-c3ccc([N+](=O)[O-])cc3)C(=N)N12 was read as GalR3 antagonist 8, IDE cell inh 5, CRFBP-R2 agonist -0.4, pCIP destab -16, PHOSPHO1 inh -12, CHRM4 PAM -14, IDE cell activ 2, CRFR2-BP antag 39 and MEKK3 PB1 HTS 102.
`Cc1ccc(NC(=O)Cn2nnc3ccccc3c2=O)cc1` gave GalR3 antagonist 1, IDE cell inh 5, CRFBP-R2 agonist -0.9, pCIP destab 9, PHOSPHO1 inh 9, CHRM4 PAM 10, IDE cell activ 1, CRFR2-BP antag -2 and MEKK3 PB1 HTS 73.
